Bioassay records as filed in PubChem BioAssay.
Bcl-xL primary: inhibitors of human Bcl-xL, primary screen, biochemical, fluorescence polarization, HTS; AID 2129, 2009; 0.7% of 320,000 active; inhibition, % at 10.9 µM; GST-Bcl-xL / FITC-Bim BH3 peptide fluorescence polarization;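 active = inhibition above the mean of all tested compounds plus 3 SD, cutoff set per campaign, cut at about 30% in these data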;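 note: 0% = DMSO wells and 100% = unlabeled Bim-BH3 peptide competitor; inhibitors lower millipolarization by displacing the labeled peptide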
Target sequence (Q07817 whole entry, looked up): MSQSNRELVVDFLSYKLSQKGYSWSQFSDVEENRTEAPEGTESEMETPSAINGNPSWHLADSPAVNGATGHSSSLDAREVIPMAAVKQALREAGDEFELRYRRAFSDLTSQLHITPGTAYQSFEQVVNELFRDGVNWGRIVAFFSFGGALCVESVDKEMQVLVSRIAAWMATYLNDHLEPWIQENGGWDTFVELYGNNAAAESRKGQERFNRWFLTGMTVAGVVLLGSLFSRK
Efflux pump mplx: inhibitors of Candida efflux pumps in yeast, primary screen, S. cerevisiae, Nile Red, multiplex. S. cerevisiae Candida pump triplex. inhibition, % at 10 µM. 0.44% of 330,000 active;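 active = plate passing quality check with inhibition over a set limit, or well fluorescence over plate mean plus 4 SD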;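 note: Nile Red retained in pooled yeast measured as flow cytometry median fluorescence; 0% = buffer negative control and 100% = Enniatin B positive control; higher means more Nile Red kept so more efflux inhibition; some compounds called inactive have numbers as strong as hits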
MEX-5 binding: MEX-5 zinc finger RNA-binding disruptors – biochemical, C. elegans, fluorescence polarization, MLPCN library, primary screen. Zinc finger protein mex-5 (Caenorhabditis elegans), Q9XUB2. MEX-5/FITC-TCR2 RNA binding; active compounds read low. activity score (negative = inhibition of binding), % at 10 µM. 0.38% of 300,000 active. AID 1832, 2009;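 active = inhibition past about -25% in most replicates, and total fluorescence under double the plate's negative control median, limit read from the data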;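 note: 0% = DMSO and -100% = 5 µM competing unlabeled TCR2 RNA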
EBNA-1 inh: EBNA-1 DNA-binding inhibitors, primary screen, biochemical, fluorescence polarization; 0.34% of 300,000 active; inhibition, % at 14.8 µM; in the data active = inhibition above about 28%
GLD-1 RNA inh: GLD-1/TGE RNA complex disruptors, primary screen, biochemical, fluorescence polarization; Female germline-specific tumor suppressor gld-1 (Caenorhabditis elegans), Q17339; purified GLD-1 + fluorescein TGE RNA; inhibition, % at 5.96 µM; 0.44% of 320,000 active;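 active = percent inhibition above a per-plate cutoff, the plate mean of test compounds plus 3 SD, cut at about 30% in these data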;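 note: 0% = DMSO wells with GLD-1 and probe and 100% = wells lacking GLD-1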
MCL1 BIM primary: inhibitors of MCL1 binding to BIM-BH3, primary screen, biochemical, fluorescence polarization; Induced myeloid leukemia cell differentiation protein Mcl-1 (Homo sapiens), Q07820; GST-MCL1 / FITC-Bim-BH3 fluorescence polarization; inhibition, % at 10.9 µM; 0.68% of 320,000 active; AID 2057, 2009;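 active = inhibition above the mean inhibition of all tested compounds plus 3 SD, set per campaign, cut at about 40% in these data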;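 note: 0% = DMSO wells and 100% = unlabeled Bim-BH3 peptide control; higher means more loss of mP so more displacement of Bim peptide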
Target sequence (Q07820 whole entry, looked up): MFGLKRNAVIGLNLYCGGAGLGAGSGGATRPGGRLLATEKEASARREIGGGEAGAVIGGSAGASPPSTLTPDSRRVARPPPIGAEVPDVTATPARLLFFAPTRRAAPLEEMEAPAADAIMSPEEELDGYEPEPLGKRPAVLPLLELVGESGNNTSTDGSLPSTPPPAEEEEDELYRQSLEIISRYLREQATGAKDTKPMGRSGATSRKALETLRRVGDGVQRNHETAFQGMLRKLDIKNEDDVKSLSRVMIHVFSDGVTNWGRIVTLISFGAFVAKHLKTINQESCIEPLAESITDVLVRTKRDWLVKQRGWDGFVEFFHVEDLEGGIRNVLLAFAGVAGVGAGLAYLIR
Yeast superoxide: reduction of superoxide in aged yeast, primary screen, HTS; S. cerevisiae aged cells, superoxide DHE fluorescence; active compounds read low; superoxide response (% of plate mean), % at 10 µM; 0.18% of 330,000 active; AID 2690, 2010;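 active = superoxide response under a set limit, about three screen SD below normal, cut at about 65% in these data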;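 note: yeast aged for seven days with compound at 30 °C before DHE staining; 100% = average MFI of all compound-treated wells on the plate with controls excluded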
ZTA counter: blocks Epstein-Barr virus ZTA, an EBNA-1 counter-screen. inhibition, % at 11 µM. ZTA-DNA binding, fluorescence polarization. P03206. AID 2234. 0.15% of 320,000 active; in the data active = inhibition above about 33%
Target sequence (P03206 whole entry, looked up): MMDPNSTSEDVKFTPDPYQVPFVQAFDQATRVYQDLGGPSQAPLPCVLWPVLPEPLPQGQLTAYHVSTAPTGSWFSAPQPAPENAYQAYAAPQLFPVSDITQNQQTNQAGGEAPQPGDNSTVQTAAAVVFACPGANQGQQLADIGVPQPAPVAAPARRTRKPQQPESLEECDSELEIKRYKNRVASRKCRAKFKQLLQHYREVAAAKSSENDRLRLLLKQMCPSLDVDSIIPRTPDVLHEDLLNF
Fam108B inh: mouse Fam108B serine hydrolase inhibitors, primary screen, counter-screen for RBBP9 inhibitor project, biochemical, fluorescence polarization; recombinant Fam108B, FP-Rh probe fluorescence polarization; inhibition, % at 9.51 µM; 0.33% of 300,000 active; AID 1947, 2009;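 active = inhibition above the screen mean inhibition plus 3 SD, computed separately per campaign, cut at about 18% in these data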;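 note: inhibitors lower polarization as less probe binds the enzyme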
* = called active by the depositor; x = no result given.

Sample of the layout (2 entries):
SMILES	Bcl-xL primary	Efflux pump mplx	MEX-5 binding	EBNA-1 inh	GLD-1 RNA inh	MCL1 BIM primary	Yeast superoxide	ZTA counter	Fam108B inh
O=C(NC1CCN(C(=S)NCCc2ccccc2)CC1)C1CCCCC1	1	0.0	-0.5	-8	2	6	110	-17	4
Brc1cc(Br)c2ncnc(N3CCCCC3)c2c1	7	0.1	-0.7	-1	7	-1	106	-1	6

The list itself, from the first entry:
SMILES	Bcl-xL primary	Efflux pump mplx	MEX-5 binding	EBNA-1 inh	GLD-1 RNA inh	MCL1 BIM primary	Yeast superoxide	ZTA counter	Fam108B inh
O=C(NC1CCN(C(=S)NCCc2ccccc2)CC1)C1CCCCC1	1	0.0	-0.5	-8	2	6	110	-17	4
Brc1cc(Br)c2ncnc(N3CCCCC3)c2c1	7	0.1	-0.7	-1	7	-1	106	-1	6
NS(=O)(=O)c1ccc(NC(=O)COc2ccc(Cl)cc2)cc1	1	0.4	-4.6	-15	1	1	99	-4	1
Cc1cc(OCc2nnc(SCC(=O)OC3CCCCC3)o2)ccc1Cl	2	-0.1	-1.7	8	5	2	96	-9	-2
CCc1nc(CN(C)C(=O)C2CCC(=O)N(Cc3cccc(F)c3)C2)no1 (stereo not given)	5	0.2	2.5	1	3	-3	96	9	3
O=c1cc(O)c2ccccc2n1Cc1ccccc1F	-7	-0.1	0.8	7	3	-8	100	-7	1
O=C(O)c1ccccc1C(=O)c1ccc2c(c1)N(Cc1cccc(F)c1)C(=O)CO2	3	0.0	2.5	5	-2	3	98	-12	-1
CCCn1c(-c2ccncc2)n[nH]c1=S	-20	-0.1	1.6	1	4	-13	87	14	-1
O=C(COC(=O)CC1CC2CCC1C2)NC(=O)NCc1ccco1 (stereo not given)	5	0.1	-1.6	1	-3	-2	93	-15	2
Brc1ccc([C@H]2CN3CCSC3=N2)cc1	7	0.0	-0.3	2	1	-1	89	12	-6
COc1ccc(NS(=O)(=O)c2cccc(C(=O)NNC(=O)c3cccn3C)c2)cc1	5	-3.1	2.6	9	1	9	100	-12	1
Cc1ccc(N2C(=O)C(Cl)=C(Nc3c(C)n(C)n(-c4ccccc4)c3=O)C2=O)cc1	5	0.1	-2.2	8	2	6	85	-8	-1
Cc1ccc(Oc2nnc(-c3cccs3)c3ccccc23)cc1	7	-0.2	0.5	6	5	9	105	-10	4
COc1ccc(Cc2nnc(NC(=O)c3cccc([N+](=O)[O-])c3C)s2)cc1	3	-0.1	-1.8	6	5	10	103	-8	-2
CCOc1ccc(NC(=O)C(C)O)c(NS(=O)(=O)c2ccc(CCNC(C)=O)cc2)c1 (stereo not given)	0	0.2	-1.9	-9	1	-2	111	4	-2

Quoted from the listing:
MEX-5 binding result of Brc1cc(Br)c2ncnc(N3CCCCC3)c2c1 → -0.7
Efflux pump mplx result of CCc1nc(CN(C)C(=O)C2CCC(=O)N(Cc3cccc(F)c3)C2)no1 (stereo not given) → 0.2

(more compounds)
SMILES	Bcl-xL primary	Efflux pump mplx	MEX-5 binding	EBNA-1 inh	GLD-1 RNA inh	MCL1 BIM primary	Yeast superoxide	ZTA counter	Fam108B inh
O=C(Nc1nccs1)c1ccc(NC(=O)c2ccco2)cc1	5	0.2	-0.5	-19	0	1	89	-9	-4
C=CCOc1ccc2c(OC)c3ccoc3nc2c1OC	-1	0.0	1.6	-3	3	0	109	-7	-3
COc1ccccc1-c1nc(C(F)(F)F)c(OC)o1	-3	0.1	-0.6	-13	0	1	99	1	-3
CC(=O)/C(=N/Nc1ccccc1)N1CCOCC1	2	0.0	1.1	-19	0	5	91	5	-2
Cc1cccc(NC(=O)c2ccc(F)c(S(=O)(=O)NCc3ccco3)c2)c1	2	0.0	1.6	-6	12	5	98	-8	2
CC(=O)NC1C(=O)N=C(SCc2ccccc2)NC1=O (stereo not given)	6	0.1	0.7	-5	9	3	100	0	-1
CCC1CSC(=Nc2ccc(C)cc2)N1C(=O)CN1C(=O)NC2(CCCC2)C1=O (stereo not given)	0	-0.2	-1.2	8	2	-6	116	-2	-2
Cc1ccc(C(=O)NC2(C(F)(F)F)N=C3SCCN3C2=O)cc1 (stereo not given)	4	0.1	1.1	-2	2	0	100	10	0
O=C(CC(c1ccccc1)c1ccccc1)NCCOCc1ccccc1	1	0.1	-4.6	-1	0	-1	76	-12	-3
CCOC(=O)C1CCCN(C(=O)Cc2ccc(C)cc2)C1 (stereo not given)	6	-0.1	1.0	8	5	6	100	13	0
COc1ccc(OCC(=O)Nc2cc(S(=O)(=O)N3CCCCC3)ccc2OC)cc1	0	-0.1	2.5	-3	3	-2	99	8	-2
CC(C)Cn1c(Cc2ccccc2)n[nH]c1=S	-14	0.0	1.1	-2	0	-5	84	4	1
COc1ccc(CNC(=O)COc2cc3c(c4oc(=O)cc(C)c24)CCC(C)(C)O3)cc1OC	-2	0.2	-0.4	-3	5	-1	124	-6	2
COc1cc(/C=C/C(=O)O)ccc1OS(=O)(=O)c1cc(C)ccc1C	4	-0.1	-0.3	9	-5	4	114	-10	1
C/C(CC(=O)Nc1ccc([N+](=O)[O-])cc1)=N/NC(=O)C1C2CCCCC21 (stereo not given)	0	0.3	0.9	2	-2	3	102	3	-1
CC(C)(C)c1ccc(Cn2nc(CC(=O)O)c3ccccc3c2=O)cc1	5	0.0	-0.2	13	3	-1	99	23	1
O=C(Cc1ccc(Br)cc1)OCC(=O)N1CCc2ccccc2C1	4	0.0	1.6	-8	2	-5	106	7	1
CN1CCN(S(=O)(=O)c2cccc(C(=O)Nc3ccc(Br)cc3Br)c2)CC1	5	0.5	-0.3	2	0	9	104	-12	5
CC(=O)c1cccc(NC(=O)c2ccc(N(C)S(=O)(=O)c3ccc(C)cc3)cc2)c1	-2	0.0	-0.2	-7	6	6	100	5	-25
COc1ccc(NC(=O)Nc2ccc(Br)cn2)cc1	4	0.0	-0.4	16	3	10	99	-1	-4
O=C(NC1CCN(S(=O)(=O)c2ccc(F)cc2)CC1)c1cccnc1	6	-0.1	-3.1	-2	11	11	107	-1	2
CC(C)c1ccc(N2C(=O)CC(NNC(=O)c3cccnc3)C2=O)cc1 (stereo not given)	6	-0.1	1.5	-2	-2	-3	100	2	-2
CC(=O)Oc1ccc2ccccc2c1C(NC(=O)C(C)C)c1cccc([N+](=O)[O-])c1 (stereo not given)	-1	-0.6	0.1	-1	0	-2	106	-9	-5
CC1CC(C)CN(c2ccc([N+](=O)[O-])cc2-c2nn[nH]n2)C1 (stereo not given)	9	0.0	0.8	-14	13	4	83	-9	6
CN1CCN(C(=O)CCS(=O)(=O)c2cc3c(cc2Cl)NC(=O)CO3)CC1	4	0.0	-2.5	8	-1	7	100	1	-2
CCOc1cc(/C=C2/SC(=S)N(CC(=O)O)C2=O)ccc1OC(=O)c1cccs1	14	0.1	1.3	-1	6	6	105	-9	-13
CC(=O)Nc1ccc(NC(=O)CSc2nnc(C)n2-c2ccccc2)cc1	0	0.1	1.5	-3	4	3	94	9	-1
COc1cccc(-n2c(SCC(=O)N3c4ccccc4CC3C)nnc2-c2ccco2)c1 (stereo not given)	2	0.1	x	1	5	-3	97	-19	-2
Cn1nc(C(=O)N2CCOCC2)c([N+](=O)[O-])c1C(=O)N1CCOCC1	5	-0.1	0.5	7	3	-1	85	-4	0
O=C(COc1nncc2ccccc12)NCCC1=CCCCC1	2	-0.2	-0.4	-8	6	6	94	8	0
CC(=O)Nc1ccc(OC(=O)COc2ccc(Br)cc2)cc1	5	0.0	-1.3	-2	4	8	96	-1	-8
COc1cc(C(=O)N2CCN(C(=O)c3cc(-c4ccc(Br)cc4)n[nH]3)CC2)cc(OC)c1OC	3	0.1	-2.5	-7	-4	0	120	3	-4
C=CCn1c(SCC(=O)NCC2CCCO2)nnc1C1CCCCC1 (stereo not given)	-3	0.0	2.5	-7	1	0	100	8	2
O=C1CN(C(=O)c2cc3ccccc3oc2=O)C(c2ccc(F)cc2)c2cc(F)ccc2N1 (stereo not given)	3	0.0	2.9	-9	-1	-2	104	-19	1
COC(=O)c1cn(NC(=O)c2ccc(OC)c(OC)c2)c(=O)c2ccccc12	6	0.2	0.1	3	0	5	83	1	0
COC(=O)/C=C/c1cnc2ccccc2c1	3	-0.2	0.5	-6	5	9	108	-12	-4
COc1ccc(Cn2cc3c(-c4ccc(F)cc4)nnc-3c3cc(OC)c(OC)cc32)cc1	47*	-0.2	x	8	0	36	92	11	2
Cc1csc(NC(=O)COc2ccc3c(c2)CCC3)n1	5	-0.3	x	x	-2	-3	94	-21	x
Cc1ccc(C(c2sc3ncnn3c2O)N2CCC(C)CC2)cc1 (stereo not given)	4	0.1	-1.2	-12	-4	-1	108	5	4
CC1=C(C(=O)OC(C)C)C(c2cccs2)N2C(=O)CCSC2=N1 (stereo not given)	-20	0.0	0.3	8	1	-15	102	-10	6
Cn1c(O)c(N=NC(=O)Cn2ccc(C(F)(F)F)n2)c2ccccc21	-4	0.0	-2.6	-7	6	-7	105	-8	0
COC(=O)c1ccc(CSc2nc(C)nc3sc(C)c(C)c23)o1	0	-0.2	0.4	13	3	2	84	-20	1
CCOn1c(=O)c(=O)n(OCc2ccccc2)c2ccccc21	7	0.1	-0.8	-16	-6	-2	101	-11	3
CCC(C)(C)C1CCc2c(sc(NC(=O)c3cccs3)c2C(N)=O)C1 (stereo not given)	9	-0.1	-2.2	2	5	9	107	13	2
COc1cc(CNC(C)(C)CO)cc(Br)c1OCc1ccccc1	3	-0.3	0.7	-17	7	3	105	5	-2
COc1ccc(OC(=O)CCCN2C(=O)c3ccccc3C2=O)cc1	-4	0.5	-1.0	-5	2	-3	107	-2	-3
CSc1ncc(Cl)c(C(=O)Nc2cccc(C)c2)n1	5	-0.3	1.1	15	10	-10	96	18	-3
Cc1ccc(S(=O)(=O)NC2=NCCCCC2)cc1	2	0.0	0.3	5	8	1	95	-17	0
CCOC(=O)C1CCN(S(=O)(=O)c2cn(C)c(=O)n(C)c2=O)CC1	-2	0.2	0.6	-5	-5	-4	108	-2	3
O=C1NC(c2ccc(F)cc2)Oc2ccccc21 (stereo not given)	-1	0.1	-2.3	6	-3	-2	96	-14	0
CCN(CC)CCOCCOc1cc(C)c(Cl)c(C)c1	6	-0.1	-0.1	-3	2	3	104	-3	3
CN(C)/C=C(\C=O)c1ncc(C(F)(F)F)cc1Cl	-5	0.1	2.5	-14	3	-6	96	-8	-2
O=C(COc1ccc(Cl)cc1Cl)NCCCN1CCOCC1	6	0.0	-3.4	-6	1	5	119	11	3
C=CCOc1nc2c(c(=O)n(C)c(=O)n2C)n1Cc1ccccc1	4	-0.1	1.5	0	2	7	92	-5	0
CN(CCOC(=O)/C=C/c1ccccc1)C(C)(C)C	2	0.1	-0.7	13	-4	-1	95	6	-4
Cc1onc(-c2ccccc2)c1C(=O)OCC(=O)Nc1ccc2c(c1)OCO2	1	-0.2	0.0	1	0	-5	110	-8	-2
CCOC(=O)C(CC)n1cnc2sc3c(c2c1=O)CCC3 (stereo not given)	9	0.4	1.5	-17	-2	5	114	-8	0
COCCCn1cn[nH]c1=S	-3	0.0	-0.4	2	-4	6	88	-4	-6
Cc1ccc(CN2C(=O)/C(=C\c3ccc(C(=O)NCc4cccnc4)cc3)Oc3ccccc32)cc1	-3	-0.3	0.7	3	5	-8	92	-6	-4
